RBX1-CUL1 inh – blocks human RBX1-Cullin-1 di-ubiquitin formation. in vitro K48 di-Ub FRET, acceptor:donor ratio, 45 min. inhibition, % at 10 µM. 140,000 tested, 0.6% active. AID 1347404; in the data active = inhibition above about 25%
Target sequence (P62877 whole entry, looked up): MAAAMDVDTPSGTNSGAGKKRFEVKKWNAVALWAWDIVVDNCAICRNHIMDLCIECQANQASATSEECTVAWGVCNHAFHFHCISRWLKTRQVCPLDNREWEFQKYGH
Target sequence (Q13616 whole entry, looked up): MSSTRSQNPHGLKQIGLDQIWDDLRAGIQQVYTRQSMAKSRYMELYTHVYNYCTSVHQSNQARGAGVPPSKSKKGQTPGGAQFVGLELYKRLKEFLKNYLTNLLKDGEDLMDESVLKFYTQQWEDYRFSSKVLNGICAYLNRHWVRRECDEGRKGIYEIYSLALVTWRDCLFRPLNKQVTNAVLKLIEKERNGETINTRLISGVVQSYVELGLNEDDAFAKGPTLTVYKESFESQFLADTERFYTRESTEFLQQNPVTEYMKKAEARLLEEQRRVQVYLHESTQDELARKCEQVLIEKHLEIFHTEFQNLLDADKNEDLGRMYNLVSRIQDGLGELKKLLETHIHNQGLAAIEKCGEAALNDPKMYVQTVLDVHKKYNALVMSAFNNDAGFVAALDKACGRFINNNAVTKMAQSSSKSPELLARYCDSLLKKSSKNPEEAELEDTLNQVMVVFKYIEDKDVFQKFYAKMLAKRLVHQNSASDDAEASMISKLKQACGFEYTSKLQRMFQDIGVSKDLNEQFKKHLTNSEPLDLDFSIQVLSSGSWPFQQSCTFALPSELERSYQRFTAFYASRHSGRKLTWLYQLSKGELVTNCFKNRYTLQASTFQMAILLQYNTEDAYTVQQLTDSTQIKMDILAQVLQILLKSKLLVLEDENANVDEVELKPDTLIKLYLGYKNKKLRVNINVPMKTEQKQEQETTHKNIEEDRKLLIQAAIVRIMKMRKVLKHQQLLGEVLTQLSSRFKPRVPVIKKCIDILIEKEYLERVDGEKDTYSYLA
The depositor's hits bear a star; & = joins results of further samples. These rows are one share of the data; count on the stated rates, not on these rows.

SMILES	RBX1-CUL1 inh
COCCn1c(CN2CCCO2)cnc1S(=O)(=O)CC(C)(C)C	3
Cc1nnc(CN(C)C(=O)c2csc3nc(-c4ccccc4Cl)cn23)o1	0
COC(=O)c1cc2oc3ccccc3c2n1CC(=O)Nc1ccc(OC)c(OC)c1OC	-1
O=S(=O)(c1ccc(-c2csc(Nc3cc(Cl)cc(Cl)c3)n2)cc1)N1CCCCC1	5
Cc1coc2c(C)c3oc(=O)c(CCC(=O)NCCc4ccccc4F)c(C)c3cc12	-5
Nc1ccccc1C(=O)N(Cc1ccccc1)Cc1ccccc1	4
O=C(Nc1ccccc1O)C1CCC1	5
COc1cc(OS(=O)(=O)c2ccc(C)cc2)cc2oc(C)cc(=O)c12	1
O=S(=O)(c1cccc(C(F)(F)F)c1)c1ccc(O)cn1	4
COc1ccc(CCNC(=O)c2cn(Cc3ccccc3F)nn2)cc1	3
Cc1ccc(NC(=O)CC(C)C)cc1	7
CC(CC(=O)Nc1ccc(Br)cc1F)S(=O)(=O)c1ccc2c(c1)NC(=O)CO2 (stereo unspecified)	-8
Cc1ccccc1NC(=O)c1nc(C)c(C)nc1C(=O)NC(C)C	2
Cc1ccc2c(Cl)c(C(=O)Nc3nccs3)sc2c1	8
CC1=CC=CN2C1=NC(=O)C1C2=NC(=O)CC1c1ccc(F)cc1 (stereo unspecified)	4
COc1ccc([C@@H](C)NCc2c(C(=O)N3CCCC3)nc3ccccn23)cc1	10
Cc1c(-c2nnc(-c3ccccc3Cl)o2)nnn1-c1ccccc1	6
CN(C)S(=O)(=O)c1cccc(-c2cn3cccnc3n2)c1	7
COCCN1CCC(CNC(=O)CC2C(=O)NCCN2Cc2ccccc2F)CC1 (stereo unspecified)	7
CCOC(=O)c1c(NC(=O)Nc2ccccc2)sc2c1C(C(=O)OCC)CCC2 (stereo unspecified)	-6
Cn1c(CCNC(=O)c2cccs2)n[nH]c1=S	12
C=CCOc1ccc(C(=O)NC(C)CC)cc1 (stereo unspecified)	7
CCOC(=O)C(Cc1ccccc1)NC(=O)CCc1c(C)nc2c(c(C)nn2-c2ccc(C)c(C)c2)c1C (stereo unspecified)	1
COc1ccc(C(C)N(C)C(=O)CCC2(Cc3ccc(C)cc3)CCC(=O)N2)cc1 (stereo unspecified)	4
COC(=O)c1ccc(COC(=O)c2ccc3ccccc3c2O)cc1	-7
CC(=O)c1ccc(NC(=O)C2CCN(S(=O)(=O)c3c(C)noc3/C=C/c3ccc(C)cc3)CC2)cc1	6
Cc1ncc2c(c1CNS(=O)(=O)c1cccs1)CCN(C(=O)/C=C/c1ccccc1F)C2	2
CC(=O)Oc1sc(NC(=O)c2ccccc2O)c(C#N)c1C	6
COc1ccc(S(=O)(=O)N/N=C(\C)c2ccc(Cl)s2)cc1	-2
COc1ccc2cc3cc(C(=O)NCc4ccc(C)cc4)oc3nc2c1	-8

Pulled by structure from the entries so far, two records:
SMILES	RBX1-CUL1 inh
Cc1c(-c2nnc(-c3ccccc3Cl)o2)nnn1-c1ccccc1	6
CN(C)S(=O)(=O)c1cccc(-c2cn3cccnc3n2)c1	7

(continued)
SMILES	RBX1-CUL1 inh
O=C1N=C(N2CCCCC2)S/C1=C\c1cccnc1	5
CCCc1nn(CC(N)=O)c(CCC)c1CC	12
CC(C)CNc1ccc(C(=O)NCc2noc(C(C)C)n2)cn1	2
O=C(NCCCCO)c1cc([N+](=O)[O-])ccc1Cl	-2
CCn1c2ccccc2c2cc(C=C3C(=O)NC(=S)NC3=O)ccc21	-4
COc1cc(OC)cc(C2c3c(n[nH]c3C(C)(C)C)OC(=N)C2C#N)c1 (stereo unspecified)	3
Cc1ccnc(NC(=O)c2ccc(Cl)c(NC(=O)CCC3CCCC3)c2)c1	-4
C[C@@H]1CN(C2(C(=O)N3CCC(CCO)CC3)Cc3ccccc3C2)C[C@H](C)O1	1
Cc1c(Cl)cccc1Nc1nc(N)nc(CN2CCN(C)CC2)n1	-2
CC(=O)c1sc(N2C(=O)c3oc4ccccc4c(=O)c3C2c2ccc(C)cc2)nc1C (stereo unspecified)	7
Cc1nn(-c2ccccn2)c2c1C(=O)/C(=N/N)C(C)(C)C2	-4
O=[N+]([O-])c1cc2c(c([N+](=O)[O-])c1)CCCC2	-4
CCn1cc(C(=O)N2CCN(c3ccccc3)CC2)c(=O)c2cc(S(=O)(=O)N3CCCC3)ccc21	4
COc1ccccc1NC(=O)CN(C)C1CCCCC1	5
CN(C)c1ccc(C2N(c3ccc(Cl)cc3)CCN2c2ccc(Cl)cc2)cc1	6
CCCCNc1nc2c(c(=O)n(C)c(=O)n2C)n1CC(O)COc1ccccc1C (stereo unspecified)	2
Cc1ccn2c(CNCc3cc(C)no3)c(C(=O)N3CCCCCC3)nc2c1	-6
Cn1c(=O)c(=O)n(C)c2cc(N3CCCC3)c(NC(=O)c3ccccc3F)cc21	-5
COCCn1c(C)cn2c3c(=O)n(Cc4ccccc4C)c(=O)n(C)c3nc12	1
S=C1CC(c2ccccc2)=NC(=S)N1	4
COc1cc(Br)cc(/C=C2/C(=O)NC(=O)N(c3cc(C)cc(C)c3)C2=O)c1O	5
Cn1c(SCC(N)=O)nc2c([nH]c3ccccc32)c1=O	-2
Cc1ccc(NS(=O)(=O)c2cccc(S(=O)(=O)c3ccc(Br)cc3)c2)c(C)c1	-2
COc1ccc(N2CCN(C(CNC(=O)c3ccc(OC)c(OC)c3)c3cccnc3)CC2)cc1 (stereo unspecified)	8
CC/C(=N\NC(=O)c1ccc(Br)o1)c1ccc(Cl)cc1	-1
CCOc1ccccc1NC(=O)C(=O)c1cc(C)n(-c2ccc(F)cc2)c1C	5
Cc1cc(C(=O)OC(C)C)c(NC(=O)Cn2ncc(N(C)C)cc2=O)s1	1
CCN(Cc1ccccc1)C(=O)c1sc2nc3n(c(=O)c2c1C)CCCC3	5
Clc1ccccc1COc1ccc(OCc2ccccc2)cc1	5
COc1ccc2c(c1)oc(=O)c1c3ccccc3[nH]c21	4

7 compounds out of the list above, arranged by their value in RBX1-CUL1 inh, high to low.
SMILES	RBX1-CUL1 inh
COc1ccc(N2CCN(C(CNC(=O)c3ccc(OC)c(OC)c3)c3cccnc3)CC2)cc1 (stereo unspecified)	8
Clc1ccccc1COc1ccc(OCc2ccccc2)cc1	5
S=C1CC(c2ccccc2)=NC(=S)N1	4
COCCn1c(C)cn2c3c(=O)n(Cc4ccccc4C)c(=O)n(C)c3nc12	1
Cc1ccc(NS(=O)(=O)c2cccc(S(=O)(=O)c3ccc(Br)cc3)c2)c(C)c1	-2
Cn1c(=O)c(=O)n(C)c2cc(N3CCCC3)c(NC(=O)c3ccccc3F)cc21	-5
Cc1ccn2c(CNCc3cc(C)no3)c(C(=O)N3CCCCCC3)nc2c1	-6

(cont.)
SMILES	RBX1-CUL1 inh
COc1ccc(CCNC(=O)CCCCn2c(=O)c3ccccc3n(Cc3ccc(F)cc3Cl)c2=O)cc1OC	7
COc1cccc(Nc2nc(-c3cccc(N4C(=O)c5ccccc5C4=O)c3)cs2)c1	2
CCOC(=O)N1CCN(S(=O)(=O)c2ccc(C)c(C)c2C)CC1	2
O=C(OCC(=O)c1ccccc1Cl)c1cc2ccccc2cc1O	4
Cc1ccc(N2CCN(S(=O)(=O)c3ccc4oc(=O)c5ncn(C)c5c4c3)CC2)c(C)c1	-5
Cc1c(CC(=O)N(C)C)c2c(n1CC(C)C)CC(C)(C)CC2=O	-6
CCOc1ccc2c(c1)-c1c(ssc1=Nc1ccccc1OC)C(C)(C)N2	-1
CCc1ccc(OCC(=O)N(Cc2ccc(Cl)cc2)C2CCS(=O)(=O)C2)cc1 (stereo unspecified)	-2
CC(=O)Nc1cccc(Oc2nc(-c3ccccc3F)nc3ccccc23)c1	8
Cc1ccc(C(=O)Nc2c(C(=O)Nc3ccc(C)c(C)c3)sc3nc(C)cc(C)c23)cc1	20
Cc1nn(CC(=O)NC2CC2)c(=O)c2cc3ccccc3n12	0
Cc1cccc(N2CCN(CCCOc3ccc4c(C)cc(=O)oc4c3)CC2)c1	4
CCC(=O)N1c2ccccc2C(N(C(=O)CN2C(=O)c3cccc4cccc(c34)C2=O)c2ccccc2)CC1C (stereo unspecified)	-3
CN(C)S(=O)(=O)Cc1ccc(Cl)c(Cl)c1	-9
O=C(c1ccccc1)C(Cn1cncn1)C(Sc1ccc(Cl)cc1)c1ccccc1 (stereo unspecified)	-1
CCC(=O)N1c2ccccc2CC1C(=O)N1CCN(c2ccccc2)CC1 (stereo unspecified)	-13
Cc1ccc(NC(=O)c2cc3c(=O)n(Cc4ccco4)ccc3nc2C)cc1C	0
Cc1ccc(C)c2c(N)c3c(nc12)N(Cc1ccccc1)CC3	-6
Fc1ccc(-c2nnc3sc(CCc4ccccc4)nn23)cc1	1
O=C1C(Sc2ncn[nH]2)=CC(=NS(=O)(=O)c2ccc(Cl)cc2)c2ccccc21	90*
CCOC(=O)C1(CCOc2ccccc2)CCN(C(=O)CCc2cccnc2)CC1	10
COc1ccc(-c2cc(C(=O)N/N=C/c3cc4c(cc3[N+](=O)[O-])OCO4)c3ccccc3n2)c(OC)c1	-7
N=C1CC(=N)N2CCCSC2=N1	-2
Cc1ccc(S(=O)(=O)C(CNC(=O)Cc2ccc(Cl)cc2)c2cccs2)cc1 (stereo unspecified)	3
Cc1nn2c(=O)cc(COC(=O)c3ccc(F)cc3)nc2s1	-11
Cc1ccc(-n2cnnn2)cc1S(N)(=O)=O	2
COc1cc2ccccc2cc1C(=O)Nc1ccc2oc(-c3ccccc3)nc2c1	6
CC(=O)N(CN1C(=O)c2cc(Cl)c(Cl)cc2C1=O)c1ccccc1C	3
O=C(NC(=S)Nc1ncc(Br)cc1Br)c1cncc(Br)c1	-2
O=C(O)CN1CC2([N+](=O)[O-])C=C(C(=O)N3CCOCC3)CC([N+](=O)[O-])(C1)C2 (stereo unspecified)	-5

An excerpt of these results, as a markdown table.
| mol | RBX1-CUL1 inh |
| --- | --- |
| Cc1ccc(S(=O)(=O)C(CNC(=O)Cc2ccc(Cl)cc2)c2cccs2)cc1 (stereo unspecified) | 3 |
| O=C(NC(=S)Nc1ncc(Br)cc1Br)c1cncc(Br)c1 | -2 |
| COc1cc2ccccc2cc1C(=O)Nc1ccc2oc(-c3ccccc3)nc2c1 | 6 |
| CCC(=O)N1c2ccccc2CC1C(=O)N1CCN(c2ccccc2)CC1 (stereo unspecified) | -13 |
| CC(=O)N(CN1C(=O)c2cc(Cl)c(Cl)cc2C1=O)c1ccccc1C | 3 |

(listing goes on)
SMILES	RBX1-CUL1 inh
Cc1cccc(NC(=O)c2c(NC(=O)c3ccco3)sc3c2CCC(C(C)(C)C)C3)c1 (stereo unspecified)	-3
Nc1nc(N)c2sc3nc(-c4cccs4)cc(-c4ccc(F)cc4)c3c2n1	6
Cc1cccc(NC(=O)C2C3CCC=CCC/C=C/CCC32)c1C (stereo unspecified)	-1
COc1ccccc1CNC(=O)c1c(OC)cc(=O)n2c1CCN(Cc1ccc(F)cc1)CC2	-3
CCOC(=O)c1ccc(COC(=O)c2ccc(NC(=O)CC)cc2)cc1	-10
COc1ccc(N2CCN(S(=O)(=O)c3ccc(-c4cc(C(F)(F)F)on4)s3)CC2)cc1	-5
CN(c1ccccc1C(=O)Nc1ccc(F)cc1)S(C)(=O)=O	2
CC1=C(C(=O)OC(C)(C)C)C2(C(=O)N(CC(=O)OCc3ccccc3)c3ccccc32)C(C#N)C(=N)O1 (stereo unspecified)	-7
CC(C)C(=O)Nc1ccc(N2CCCCC2)c(F)c1	-4
Cc1c(C(=O)O)nnn1-c1cccc(Br)c1	0
CCCCN1C(=O)C(=Cc2ccc(OCC)c(OC)c2)C(=O)N(CCCC)C1=S	1
COC(=O)C1=C2C(=O)NCCN2C2=C(C(=O)CCC2)C1c1cccc(O)c1 (stereo unspecified)	-3
COc1cccc(N2CC(NC(=O)C3CC3)CC2=O)c1 (stereo unspecified)	-2
COc1ccc(N2CCN(C(=O)C(C)n3c(=O)cc(C(F)(F)F)c4c(C)nn(C)c43)CC2)cc1 (stereo unspecified)	1
COc1cc2c(cc1OC)C(=O)CC(C)S2 (stereo unspecified)	1
COc1ccc(OC)c(NS(=O)(=O)c2ccc(Br)s2)c1	-2&2
COC(=O)[C@H]1CC2C(=O)C=C(c3ccccc3)C1N2C (stereo partly specified)	39*
Cc1ccc2c(N)nc(=N)sc2n1	-1
COc1ccccc1CCNC(=O)Cc1ccc(N2CCC(NC(C)Cc3cccnc3)CC2)cc1 (stereo unspecified)	6
CCCN1CCN(CCNC(=O)Nc2ccc(OC)c(OC)c2)CC1	0
COc1ccc(CN2CCCC(Nc3cccc(F)c3)C2)cc1O (stereo unspecified)	6
CCCCOC(=O)c1ccc(-n2cncn2)cc1	-1
CS/C(=C\C(=O)c1ccco1)CC(=O)c1ccco1	-7
CC(=O)c1cc(Cl)ccc1Sc1ccc(Cl)c(Cl)c1	-7
CCC1CN(CCNC(=O)c2sccc2Cl)Cc2cc(OC)ccc2O1 (stereo unspecified)	10
COc1ccccc1-c1cc(-c2ccccc2)nc2sc(C(=O)NC3CC3)c(N)c12	2
O=C(Nc1cccc(C(F)(F)F)c1)C1CCCN(S(=O)(=O)c2cccc3nsnc23)C1 (stereo unspecified)	5
CCCCOc1ccccc1N1CCN(CCCN2C(=O)C3CCCN3C2=O)CC1 (stereo unspecified)	-1
COc1ccc(N=C(N)SCc2ccccn2)cc1	-2
Cc1sc2nc(N3CCN(C)CC3)[nH]c(=O)c2c1-c1ccccc1	1
C=CCn1c(COc2ccc(Cl)cc2)nnc1SCC(=O)Nc1ccc(C)cc1C	-8
COc1ccc(C2Nc3ccc(Br)cc3C(c3ccccc3)O2)c(OC)c1 (stereo unspecified)	6
COc1ccc2c(c1)SC(c1ccc(OC)c(C)c1)CCN2Cc1cnn(C)c1C (stereo unspecified)	5
CCCCN(C)CC(O)Cn1cc(/C=C/C(=O)c2ccc(OC)c(OC)c2)c2ccccc21 (stereo unspecified)	-4
Cc1ccc(Cn2c(C(=O)Nc3ccc(Cl)cc3)cc3sccc32)cc1	-3
CC(C)c1nc2cc(C(=O)NCc3ccccn3)ccc2o1	-1
C=CCc1cc(C=C2C(=O)c3ccccc3C2=O)cc(OCC)c1O	7
CCCc1cc(C(=O)N/N=C(\C)c2ccc(NS(C)(=O)=O)cc2)cs1	6
COc1cc2nc(SCC(=O)Nc3ccccc3F)n3nc(-c4ccccc4)nc3c2cc1OC	3

Assay outcomes as filed in PubChem.
